High-throughput results deposited in PubChem by Sanford-Burnham Center for Chemical Genomics.
APJ ag – APJ receptor agonism | hit rate 0.11% among 330,000 | activation, % at 20 µM | CHO-K1 APJ PathHunter beta-arrestin, luminescence; 0% DMSO wells, 100% apelin | P35414;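 active = activation more than six SD over the plate average, tested at 20 µM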;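 note: 0% = DMSO alone and 100% = apelin-13 at 10 nM; some results filed as inactive read as strong as hits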
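Material: CHO-K1 APJ beta-arrestin complementation cell line; Input: cell density 1000 per well; Incubation: compound stimulation 90 min at 25 °C, detection 60 min; Signal: luminescence from split beta-galactosidase complementation, Galacton Star/Emerald II substrate; Controls: DMSO-only wells as negative, 10 nM Apelin-13 as positive control.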
tim23-1 inh – inhibits growth of tim23-1 mutant yeast. AID 463212. S. cerevisiae tim23-1 growth, BacTiter-Glo luminescence, 24 h. inhibition, % at 20 µM. hit rate 1.3% among 330,000;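 active = growth inhibition of the mutant yeast at or above 50%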;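 note: temperature-sensitive mutant grown at 25 °C; plate controls were DMSO-treated mutant yeast for no effect and medium wells lacking yeast for full effect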
Mdm2 MdmX PPI – disrupts the human Mdm2-MdmX interaction | inhibition, % at 8 µM | O15151+Q00987 | AID 485346 | hit rate 3% among 330,000 | SaOS-2 split-luciferase Mdm2/MdmX complementation, luminescence;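 active = inhibition of at least 50% at 8 µM in the primary screen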
Target sequence (O15151 whole entry, looked up): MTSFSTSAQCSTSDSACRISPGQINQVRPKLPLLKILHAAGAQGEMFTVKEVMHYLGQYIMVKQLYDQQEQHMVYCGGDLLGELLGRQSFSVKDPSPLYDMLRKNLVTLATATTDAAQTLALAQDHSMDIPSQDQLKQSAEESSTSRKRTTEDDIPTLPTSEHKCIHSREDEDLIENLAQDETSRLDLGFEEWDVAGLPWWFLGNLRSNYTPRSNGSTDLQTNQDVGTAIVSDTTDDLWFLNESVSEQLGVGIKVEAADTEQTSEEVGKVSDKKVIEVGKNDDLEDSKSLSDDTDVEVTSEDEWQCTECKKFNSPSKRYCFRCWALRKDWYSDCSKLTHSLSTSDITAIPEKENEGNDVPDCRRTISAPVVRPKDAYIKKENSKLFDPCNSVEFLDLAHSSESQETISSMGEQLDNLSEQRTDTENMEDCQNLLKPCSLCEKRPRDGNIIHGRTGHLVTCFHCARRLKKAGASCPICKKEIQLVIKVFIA
Target sequence (Q00987 whole entry, looked up): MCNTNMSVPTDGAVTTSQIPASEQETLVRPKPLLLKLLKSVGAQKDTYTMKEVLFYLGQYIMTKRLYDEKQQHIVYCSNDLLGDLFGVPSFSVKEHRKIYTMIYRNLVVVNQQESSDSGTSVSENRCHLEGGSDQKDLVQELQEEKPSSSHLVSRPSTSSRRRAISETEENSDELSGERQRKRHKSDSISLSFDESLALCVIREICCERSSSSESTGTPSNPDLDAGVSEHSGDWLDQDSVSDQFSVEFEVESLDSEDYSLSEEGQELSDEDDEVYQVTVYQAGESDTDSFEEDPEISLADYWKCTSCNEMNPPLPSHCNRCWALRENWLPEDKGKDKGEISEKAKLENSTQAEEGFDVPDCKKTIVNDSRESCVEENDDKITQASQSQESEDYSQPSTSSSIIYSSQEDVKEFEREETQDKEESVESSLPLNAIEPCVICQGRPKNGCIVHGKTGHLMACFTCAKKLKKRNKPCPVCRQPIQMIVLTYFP
CHOP UPR activ – apoptotic UPR (CHOP) activation. AID 449763. CHO-CHOP luciferase reporter, luminescence; percent of tunicamycin response over DMSO baseline. hit rate 0.34% among 330,000. activation, % at 10 µM;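 active = at 10 µM dose, activation of 40% or more, normalized to positive control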;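 note: 100% = tunicamycin at 10 µg/mL and 0% = DMSO alone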
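Assay system: CHO-CHOP cells, stable luciferase reporter of PERK-eIF2a-CHOP signalling / Buffer or medium: F12 plus 10% serum / Compound dosing: one dose, 10 µM in 0.5% DMSO / Times: 6 h compound treatment, 37 °C / Technique: luciferase luminescence / Read-out: % reporter activation, DMSO baseline versus tunicamycin full activation / Benchmarks: tunicamycin and DMSO controls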
UPR XBP1 act – adaptive UPR (XBP1) activation; AID 463104; CHO-XBP1 luciferase reporter, IRE1-XBP1 UPR activation, luminescence; percent of tunicamycin response, DMSO as zero; activation, % at 20 µM; hit rate 0.33% among 330,000;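 active = versus positive control, 20 µM dose yields 30% or more activation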;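 note: 100% = tunicamycin at 10 µg/mL and 0% = DMSO only wells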
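Material – CHO cell line with stable XBP1 luciferase reporter · Buffer or medium – F12 plus 10% FBS · Compound – single point, 20 µM final compound, 1% DMSO · Schedule – 16-18 h cell attachment at 37 °C, then 6 h compound exposure · Signal – Steady-Glo luminescence read · Benchmarks – high control tunicamycin 10 µg/mL final, low control DMSO vehicle only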
NLRP3 yeast inh – blocks the NALP3 inflammasome reconstituted in yeast | AID 2825 | inhibition, % at 10 µM | hit rate 0.39% among 330,000 | Yeast reconstituted NLRP3/ASC/caspase-1, beta-gal luminescence, 24 h;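 active = inhibition of 50% or more; inactive = inhibition below 50%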;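 note: plate controls were induced DMSO wells for no effect and uninduced yeast grown without galactose for full effect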
GRIN3A LBD mod – NR3A (human) ligand-binding domain modulation. NR3A LBD differential scanning fluorimetry, Tm shift; 0% = protein alone, 100% = glycine-bound protein. Tm shift relative to glycine control, % at 25 µM. hit rate 2.5% among 340,000. AID 1259313;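 active = melting temperature shift of at least 10% of the positive control shift, at one fixed dose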
TIM10 inh – TIM10 yeast growth inhibition; S. cerevisiae TIM10 strain growth, BacTiter-Glo luminescence, 24 h; inhibition, % at 10 µM; hit rate 1.4% among 330,000;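 active = inhibition of 40% or more at the single tested concentration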;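 note: wild-type TIM10 isogenic control strain grown at permissive 25 °C; 0% = DMSO yeast wells and 100% = minimal medium wells without yeast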
tim10-1 inh – tim10-1 yeast growth inhibition; S. cerevisiae tim10-1 ts strain growth, BacTiter-Glo, 24 h; inhibition, % at 20 µM; hit rate 2.2% among 330,000; AID 463190;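 active = inhibition of at least 40%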;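 note: mutant grown at 25 °C; 0% = DMSO wells with yeast and 100% = wells holding no yeast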
An asterisk follows results filed as active; · = no result given.

The first 5 entries as a preview:
SMILES	APJ ag	tim23-1 inh	Mdm2 MdmX PPI	CHOP UPR activ	UPR XBP1 act	NLRP3 yeast inh	GRIN3A LBD mod	TIM10 inh	tim10-1 inh
COc1cc(CNCc2cccs2)ccc1OCC(N)=O	4	-5	-18	-0.3	-3	-3	-1	3	-10
O=C(CC1C(=O)NCCN1Cc1c(F)cccc1Cl)NCCC1=CCCCC1 (stereo not drawn)	-3	8	-1	0.1	1	5	-1	7	5
COc1ccc(/C=C2\CCc3ccccc3C2=O)cc1Cn1nc(C)cc1C	-3	47	27	1.5	1	12	5	49*	45*
Cn1c(SCC(=O)NC(=O)c2cccc([N+](=O)[O-])c2)nnc1-c1ccc(F)cc1	-1	6	32	0.0	-4	-8	1	5	-1
O=c1[nH]c(CN2CCN(S(=O)(=O)c3ccc(Cl)cc3)CC2)nc2cc(Cl)ccc12	-3	38	9	-0.8	-1	31	-6	23	48*

The listing, from the start:
SMILES	APJ ag	tim23-1 inh	Mdm2 MdmX PPI	CHOP UPR activ	UPR XBP1 act	NLRP3 yeast inh	GRIN3A LBD mod	TIM10 inh	tim10-1 inh
COc1cc(CNCc2cccs2)ccc1OCC(N)=O	4	-5	-18	-0.3	-3	-3	-1	3	-10
O=C(CC1C(=O)NCCN1Cc1c(F)cccc1Cl)NCCC1=CCCCC1 (stereo not drawn)	-3	8	-1	0.1	1	5	-1	7	5
COc1ccc(/C=C2\CCc3ccccc3C2=O)cc1Cn1nc(C)cc1C	-3	47	27	1.5	1	12	5	49*	45*
Cn1c(SCC(=O)NC(=O)c2cccc([N+](=O)[O-])c2)nnc1-c1ccc(F)cc1	-1	6	32	0.0	-4	-8	1	5	-1
O=c1[nH]c(CN2CCN(S(=O)(=O)c3ccc(Cl)cc3)CC2)nc2cc(Cl)ccc12	-3	38	9	-0.8	-1	31	-6	23	48*
Cc1ccc(C(=O)OCC(=O)N2CCCCCC2)cc1S(=O)(=O)N1CCOCC1	-3	6	-4	-0.8	-3	2	0	-4	2
Cc1ccc(CNC(=O)CCS(=O)(=O)c2ccc3c(c2)NC(=O)CS3)cc1	0	8	21	3.4	-1	0	2	4	13
Cc1cc(NC(=O)CCC(=O)N(Cc2ccco2)C2(C(=O)NC3CCCCC3)CCCCC2)no1	-2	15	-5	0.4	-4	9	-2	-5	16
O=C(NCC1CCCO1)c1ccc(COCC(F)(F)C(F)F)cc1 (stereo not drawn)	-6	4	14	1.8	-2	18	-3	2	-3
COCc1ccc(CN2CCCCC2C(=O)Nc2ccc(Oc3ccccc3)nc2)o1 (stereo not drawn)	1	12	0	-1.1	-5	23	1	-5	3
Cc1cc(C(=O)CSc2nncs2)c(C)n1Cc1ccco1	-3	30	-95	-0.4	-8	19	-1	19	12
Cc1cc(SCC(=O)N/N=C/c2ccc(O)c(O)c2)c(C)cc1Br	6	-16	22	57*	23	25	-6	-7	0
CCN(CC)CCn1c(=S)[nH]c2ccc(Cl)cc2c1=O	-6	4	-9	-0.7	0	23	-1	7	14
CCN(Cc1ccccc1)C(=O)c1ccc(CNS(=O)(=O)c2ccc(C)cc2)cc1	0	26	-19	0.0	-1	16	-1	29	33
COC(=O)c1ccc2nc(NC(=O)C(C)C)sc2c1	-1	33	-73	4.6	3	18	-3	28	38
CCOc1cc(/C=N/O)ccc1OCC(=O)Nc1cccc(C)c1	-3	29	-17	2.2	2	37	-1	-21	-19
CN(C)c1ccc(C(=S)Nc2ccccc2)cc1	1	1	-15	1.3	-1	45	-3	-5	11
COc1ccc(OC)c(S(=O)(=O)N2CCN(C)CC2c2ccccc2)c1 (stereo not drawn)	-5	21	0	-0.8	-3	-10	0	11	20
NS(=O)(=O)c1ccc(NCC2COc3ccccc3O2)c([N+](=O)[O-])c1 (stereo not drawn)	-4	2	-9	-0.5	-2	5	-3	-4	3
CN(NC(=O)c1ccccc1F)c1nc(C(F)(F)F)nc2ccccc12	-6	10	60*	-0.8	9	11	0	-24	6
CCC(C)(C)n1nnnc1C(c1ccccc1F)N1CCC(C(N)=O)CC1 (stereo not drawn)	2	3	9	-1.0	-2	9	-1	-13	-10
O=[N+]([O-])c1cc2c(cc1[N+](=O)[O-])OCCOCCOCCOCCO2	1	3	5	3.0	-1	-3	-1	7	3
COC(=O)c1ccc(NC(=O)CCNS(=O)(=O)c2cccc3nonc23)cc1	7	10	13	0.1	4	0	-6	-2	11
Cc1ccc(C(O)P(=O)(OCc2ccccc2)c2ccc(N(C)C)cc2)cc1 (stereo not drawn)	2	22	-9	0.6	-3	-2	0	25	26
CN(C)c1ccc(NC(=O)c2cccc(N3C(=O)CCC3=O)c2)cc1	2	14	0	4.3	4	7	-1	16	14

Continued.
SMILES	APJ ag	tim23-1 inh	Mdm2 MdmX PPI	CHOP UPR activ	UPR XBP1 act	NLRP3 yeast inh	GRIN3A LBD mod	TIM10 inh	tim10-1 inh
CN(C)S(=O)(=O)N1CCN(c2ccc([N+](=O)[O-])c(NC3CC3)c2)CC1	-4	7	6	0.0	-2	23	3	13	5
Cc1sc(-c2cccnc2)nc1OC(=O)C1CC1	-3	16	12	0.3	1	2	0	-5	23
Cc1ccc2c(c1)c1nnc(SCC(=O)Nc3cccc(Cl)c3C)nc1n2CC(=O)O	-2	23	2	-2.2	-3	5	-2	7	38
COCCn1c(SCC(=O)Nc2ccc3[nH]c(=O)[nH]c3c2)nc2ccccc21	0	15	-19	0.4	-3	16	-1	2	8
O=C(NCCCn1ccnc1)/C(=C/c1ccco1)NC(=O)c1ccccc1	-2	-2	3	2.1	-1	8	1	-10	-4
O=C(CN1C(=O)C2C3C=CC(C3)C2C1=O)Nc1ccc(C(=O)O)cc1 (stereo not drawn)	-6	11	-12	-1.2	1	10	3	9	5
COCC1CCN(C(=O)c2cc(COc3ccc4c(c3)CCCC4)on2)C1 (stereo not drawn)	1	24	11	0.0	-3	29	-1	12	40*
CCn1c(Oc2ccccc2C)nc2c1c(=O)n(C)c(=O)n2C	-2	22	57*	1.0	-4	17	1	-1	-1
NNC(=O)c1nc(-c2cccc(-n3cccc3)c2)no1	-1	17	-39	-0.3	2	-2	1	13	-6
N#C/C(=C\c1cc([N+](=O)[O-])c(N2CCCCC2)cc1N1CCCCC1)c1nn(-c2ccccc2)c(N)c1C#N	-4	23	19	5.9	0	15	2	6	17
O=C(COC(=O)c1cc(S(=O)(=O)N2CCOCC2)ccc1F)NC1CCCCC1	1	43	10	-0.1	1	6	0	-8	3
Cc1cc(C)c(NC(=S)NCCCSC2CCCCC2)c(C)c1	-4	18	13	0.0	-1	11	-8	42*	35
CC(C(=O)NC1CCCCC1)N(Cc1ccccc1)C(=O)c1snc(C(N)=O)c1N (stereo not drawn)	-2	22	-13	2.0	-1	18	-4	20	18
C(=N\c1nccs1)/c1cccnc1	-2	20	26	-2.9	2	5	-3	-9	12
Cc1ccc(-n2c(SCC(=O)Nc3ccc4cn[nH]c4c3)nnc2-c2ccco2)cc1	-4	-1	29	-2.1	-4	-4	-1	3	14
CC(CC(F)(F)F)N1CCC(n2nccc2NC(=O)CCCc2ccccc2)CC1 (stereo not drawn)	8	-4	10	0.1	-5	10	2	-9	-2
COc1ccc2[nH]c3c(NCCN4CCCCC4)ncnc3c2c1	-3	-129	7	-2.3	0	-5	·	-96	-37
COc1ccc(CN(C(=O)CN2C(=O)COc3ccccc32)C2CCCC2)c(OC)c1	-5	40	-6	-0.3	0	6	-1	23	40*
Cc1ccc(S(=O)(=O)N2CCC(C(=O)NCCc3ccccn3)CC2)cc1	0	-2	-11	-1.2	-1	-4	0	-13	10
CCCCN1CC(=O)N2[C@H]3c4cc(OC)ccc4OC[C@@H]3[C@H](C(=O)OCC)[C@]2(C)C1=O	-2	6	27	1.6	-2	-7	-2	-9	5
CC1(C)c2ccccc2N2CC(=O)NC21/C=C/c1ccco1 (stereo not drawn)	-4	13	6	-1.4	-4	13	0	12	18
CC1CCN(C(=S)NC(=O)c2ccco2)CC1	3	-8	30	0.2	-7	15	1	5	0
C#CCOc1c(Br)cc(/C=C2/C(=O)ON=C2C)cc1OCC	-2	2	14	0.3	-4	10	3	-4	19
N#Cc1nc(COc2ccccc2Cl)oc1NCc1ccco1	-2	6	18	1.5	4	5	-1	7	35
O=C1N/C(=C/c2ccc(N3CCOCC3)cc2)C(=O)N1Cc1ccc(F)cc1	-1	-11	27	2.6	0	7	3	-13	0

A draw from above in order of molar mass, descending.
SMILES	APJ ag	tim23-1 inh	Mdm2 MdmX PPI	CHOP UPR activ	UPR XBP1 act	NLRP3 yeast inh	GRIN3A LBD mod	TIM10 inh	tim10-1 inh
COCCn1c(SCC(=O)Nc2ccc3[nH]c(=O)[nH]c3c2)nc2ccccc21	0	15	-19	0.4	-3	16	-1	2	8
COc1ccc2[nH]c3c(NCCN4CCCCC4)ncnc3c2c1	-3	-129	7	-2.3	0	-5	·	-96	-37
CCn1c(Oc2ccccc2C)nc2c1c(=O)n(C)c(=O)n2C	-2	22	57*	1.0	-4	17	1	-1	-1
NNC(=O)c1nc(-c2cccc(-n3cccc3)c2)no1	-1	17	-39	-0.3	2	-2	1	13	-6

(further entries)
SMILES	APJ ag	tim23-1 inh	Mdm2 MdmX PPI	CHOP UPR activ	UPR XBP1 act	NLRP3 yeast inh	GRIN3A LBD mod	TIM10 inh	tim10-1 inh
Cc1cc(N/C=C/C(=O)c2cccs2)ccc1F	-2	22	-147	1.8	3	14	-29	28	2
Cc1nnc(Nc2ccc(Cl)cc2)s1	-3	14	8	-0.5	2	18	-5	15	9
CCCc1ccc(-c2cc(NC(=O)CSc3n[nH]c(N)n3)n(-c3ccccc3)n2)cc1	10	-2	-22	1.3	0	-8	18*	3	14
COc1ccccc1C1N(c2cc(Cl)ccc2OC)C(=O)C2CCCN21 (stereo not drawn)	-2	-7	-7	-3.8	2	12	2	2	-11
O=C1CN2C(=Nc3ccc(Cl)cc3C2c2ccccc2)CN1 (stereo not drawn)	-5	1	29	-2.5	0	5	-4	5	23
Cc1cc(F)ccc1S(=O)(=O)Nc1ccccc1C(=O)NC1CCN(Cc2ccccc2)CC1	0	21	-13	2.6	-3	13	-1	10	11
